SDO1 yeast rescue – sdo1-depleted yeast growth rescue; S. cerevisiae sdo1-depleted JHY4D growth rescue, OD600 30 h; active compounds read high; pdr5 snq2 efflux-pump mutant strain; z-score at 10 µM; hit rate 0.21% among 140,000; AID 817;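 active means z-score above 3 at both the 24 hr and the 30 hr optical density reads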;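 further: z-score against mean and SD of all compound wells on the same plate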
INS promoter inh – TRM-6 insulin promoter activity inhibition | TRM-6 cells (human fetal islet line), insulin promoter-eGFP reporter, imaging; reporter expression induced with tamoxifen | inhibition, % at 2 µM | hit rate 0.9% among 130,000 | AID 1273;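 active means inhibition above the mean plus 3 SD, with well images judged a real hit on visual review, cut at about 60% in these data, passing the limit was not always enough; inconclusive means inhibition over the cutoff but images rejected on review; inactive means inhibition not above the cutoff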
SDO1 yeast rescue Rescue 24 h – recorded beside SDO1 yeast rescue, whose call it bears; z-score; S. cerevisiae sdo1-depleted JHY4D growth rescue, OD600; measured here: growth rescue at 24 h;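 0 is the plate mean of compound wells and units are plate SD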
* marks the source's active call; other numbers are inactive results; [ ] = another dose, or the depositor's remark. These rows are one share of the data; rates above refer to the full screens.

`C=CCn1c(SCC(=O)NC(=O)NCCC)nnc1C1CCCCC1` gave SDO1 yeast rescue -0.59, INS promoter inh 11 and SDO1 yeast rescue Rescue 24 h -1.2.
COCCSc1ccccc1C(=O)Nc1nnc(COC)s1 was read as SDO1 yeast rescue 1.1, INS promoter inh -12 and SDO1 yeast rescue Rescue 24 h 1.2.
Screening Cc1ccc(S(=O)(=O)N2CCCOC2CNC(=O)C(=O)NCc2ccncc2)cc1 (stereo unspecified) returned SDO1 yeast rescue 0.41, INS promoter inh -17 and SDO1 yeast rescue Rescue 24 h -0.2.
Screening CCN1CC(CN(C)Cc2cn(-c3ccc(C)cc3)nc2-c2ccc(F)cc2)CC1=O (stereo unspecified) returned INS promoter inh -73.
For COc1cc(-c2nc(Cc3ccccc3Cl)no2)cc(OC)c1OC the results were SDO1 yeast rescue -0.46, INS promoter inh -20 and SDO1 yeast rescue Rescue 24 h -0.45.
Screening O=C(N(Cc1ccccc1)c1ccccn1)C12CC3CC(CC(C3)C1)C2 returned SDO1 yeast rescue -0.7, INS promoter inh -8 and SDO1 yeast rescue Rescue 24 h -1.5.
O=C(Nc1ccc(F)cc1)C1CC(=O)n2c(nc3ccccc32)N1 (stereo unspecified) was read as SDO1 yeast rescue 0.85 and SDO1 yeast rescue Rescue 24 h 0.03.
c1ccc(CCCNc2ncccn2)cc1 was read as SDO1 yeast rescue 0.32, INS promoter inh -400 and SDO1 yeast rescue Rescue 24 h -0.14.
`CC(=O)c1c(C)[nH]c(C(=O)Nc2cc(C)ccc2C)c1C` gave SDO1 yeast rescue -0.05 and SDO1 yeast rescue Rescue 24 h 0.11.
Cc1c(OCC(F)(F)F)ccnc1CS(=O)c1nc2ccccc2[nH]1 (stereo unspecified) was read as SDO1 yeast rescue -0.29, INS promoter inh -36 and SDO1 yeast rescue Rescue 24 h -0.79.
Screening Cc1ccc(NC(=O)C(CC(C)C)NC(N)=O)cc1Cl (stereo unspecified) returned SDO1 yeast rescue 2 and SDO1 yeast rescue Rescue 24 h 2.6.
O=C(Nc1ccc2c(c1)OCO2)C1CCN(C(=O)CSc2ncnc3ccccc23)CC1 was read as INS promoter inh 15.
Screening O=C(Nc1ccccc1N1CCOCC1)c1cc(-c2ccncc2)nc2ccccc12 returned INS promoter inh -236.
`CCOC(=O)c1sc(NC(=O)CSc2nccc(C)n2)nc1C` gave INS promoter inh 7.
Screening CNC(=O)c1ccsc1NC(=O)CCS(=O)(=O)c1ccccc1 returned INS promoter inh inconclusive.

3 entries out of the list, arranged by count of non-hydrogen atoms, high to low:
Screening O=C(N(Cc1ccccc1)c1ccccn1)C12CC3CC(CC(C3)C1)C2 returned SDO1 yeast rescue -0.7, INS promoter inh -8 and SDO1 yeast rescue Rescue 24 h -1.5.
Screening CNC(=O)c1ccsc1NC(=O)CCS(=O)(=O)c1ccccc1 returned INS promoter inh inconclusive.
c1ccc(CCCNc2ncccn2)cc1 was read as SDO1 yeast rescue 0.32, INS promoter inh -400 and SDO1 yeast rescue Rescue 24 h -0.14.

(cont.)
Screening O=C(COC(=O)/C=C/c1nc2ccccc2s1)Nc1cccc(Cl)c1Cl returned SDO1 yeast rescue 1.6, INS promoter inh -32 and SDO1 yeast rescue Rescue 24 h 1.6.
For Cc1ccc(C)c(S(=O)(=O)N/N=C2/CCCc3ccccc32)c1 the results were SDO1 yeast rescue -1, INS promoter inh 16 and SDO1 yeast rescue Rescue 24 h -0.94.
For COC(=O)Cn1cnc2c(C#N)c3n(c2c1=O)CCCCC3 the results were SDO1 yeast rescue 0.36, INS promoter inh 19 and SDO1 yeast rescue Rescue 24 h 0.17.
Screening COc1ccc(NC(=O)C(CCSC)N2C(=O)c3ccccc3C2=O)cc1 (stereo unspecified) returned SDO1 yeast rescue 0.42, INS promoter inh 39 and SDO1 yeast rescue Rescue 24 h 1.2.
COC(=O)c1sccc1N/N=C/c1cccc(OC)c1O was read as SDO1 yeast rescue 0.37, INS promoter inh -31 and SDO1 yeast rescue Rescue 24 h 0.89.
For O=C(/C=C/c1ccc(Cl)c(Cl)c1)N1CCc2ccccc21 the results were SDO1 yeast rescue -1.4 and SDO1 yeast rescue Rescue 24 h -0.81.
For COc1ccc(-c2csc3nc(-c4cccnc4)nc(Cl)c23)cc1OC the results were SDO1 yeast rescue -0.64, INS promoter inh -10 and SDO1 yeast rescue Rescue 24 h -0.39.
CCOC(=O)C1CCCN(C(=O)c2cc3c(=O)n(C)c4ccccc4c3n2C)C1 (stereo unspecified) was read as SDO1 yeast rescue 0.93 and SDO1 yeast rescue Rescue 24 h 0.86.
CC1(C)CC(=O)c2c(nn(-c3ccccc3)c2-c2ccncc2)C1 was read as SDO1 yeast rescue -1.1, INS promoter inh -10 and SDO1 yeast rescue Rescue 24 h -0.92.
CCOC(=O)c1nn(-c2ccc(C)cc2)cc1O was read as SDO1 yeast rescue 0.18, INS promoter inh 13 and SDO1 yeast rescue Rescue 24 h -0.26.
C/C(N)=C(/C#N)C(=O)COC(=O)CNS(=O)(=O)c1c(F)cccc1F was read as INS promoter inh -20.
Screening CCOc1ccc(NC(=O)CCCCn2c(=O)[nH]c3ccsc3c2=O)cc1 returned INS promoter inh 36.
Screening CCOc1ccc(C(=O)N2CCN(Cc3ccccc3)CC2)cc1 returned SDO1 yeast rescue 1.6, INS promoter inh -18 and SDO1 yeast rescue Rescue 24 h 3.4.
`O=C(NC(=S)Nc1nc2c(s1)CSc1ccccc1-2)c1ccccc1` gave SDO1 yeast rescue -0.65, INS promoter inh 25 and SDO1 yeast rescue Rescue 24 h -0.46.
Screening O=C(Cc1coc(-c2ccc(F)cc2)n1)N1CCOCC1 returned SDO1 yeast rescue 0.67, INS promoter inh 15 and SDO1 yeast rescue Rescue 24 h -0.22.
Screening Cc1ccccc1C(=O)OCCN(C)Cc1ccccc1 returned INS promoter inh -76.
Screening CCOc1cc(/C=C2\SC(=S)N(NC(=O)c3cccnc3)C2=O)ccc1O returned INS promoter inh -19.
CCc1ccccc1NC(=O)CSc1nnc([C@@H](N)Cc2ccccc2)o1 was read as SDO1 yeast rescue -0.16[8.4 µM] and SDO1 yeast rescue Rescue 24 h -0.58.
For OC(COc1ccc(Cl)cc1)CN1C2=NCCCN2c2ccccc21 (stereo unspecified) the results were SDO1 yeast rescue 2, INS promoter inh 27 and SDO1 yeast rescue Rescue 24 h 1.8.
CNc1ccc(/C=C(\CCC(=O)O)c2nc3ccccc3s2)cc1[N+](=O)[O-] was read as SDO1 yeast rescue -1.6, INS promoter inh -38 and SDO1 yeast rescue Rescue 24 h -0.54.
Screening O=C(NC1CCCC1)C1CC1c1ccccc1 (stereo unspecified) returned SDO1 yeast rescue 1.3, INS promoter inh 43 and SDO1 yeast rescue Rescue 24 h 2.5.
`COc1cccc(N=Nc2c(N)[nH][nH]c2=O)c1` gave SDO1 yeast rescue 0.58, INS promoter inh -50 and SDO1 yeast rescue Rescue 24 h -0.32.
Cc1cccc(CSCCNC(=O)CSCc2ccc([N+](=O)[O-])cc2)c1 was read as SDO1 yeast rescue -0.82, INS promoter inh -8 and SDO1 yeast rescue Rescue 24 h -0.72.
Cc1cccc(NC(=S)NCC(c2ccccc2)N(C)C)c1 (stereo unspecified) was read as INS promoter inh -25.
`O=C1OCCC1S(=O)(=O)c1ccc2ccccc2c1` (stereo unspecified) gave SDO1 yeast rescue 1.3 and SDO1 yeast rescue Rescue 24 h -0.05.
For O=C(NC(=S)N1CCOCC1)C12CC3CCC(CC(C3)C1)C2 the results were SDO1 yeast rescue 1.1 and SDO1 yeast rescue Rescue 24 h 1.
Screening COc1ccc(OC)c(C2C(C#N)=C(N)Oc3c2c(C)nn3-c2cccc(Cl)c2)c1 (stereo unspecified) returned SDO1 yeast rescue -0.01 and SDO1 yeast rescue Rescue 24 h -0.21.
For CC1CCC/C(=N/Nc2ccc([N+](=O)[O-])cc2[N+](=O)[O-])C1 (stereo unspecified) the results were SDO1 yeast rescue -0.45, INS promoter inh -46 and SDO1 yeast rescue Rescue 24 h -0.9.
Screening CCCc1nc2cc(CC(=O)OC)ccc2o1 returned SDO1 yeast rescue -0.94, INS promoter inh 51 and SDO1 yeast rescue Rescue 24 h -1.1.
O=C(NCC1CCCO1)c1cc(-c2ccccc2)on1 (stereo unspecified) was read as SDO1 yeast rescue 0.09, INS promoter inh -204 and SDO1 yeast rescue Rescue 24 h -0.76.
For Cc1ccc(-c2nc3ccccc3o2)cc1NC(=O)Cc1cccs1 the results were SDO1 yeast rescue 0.19 and SDO1 yeast rescue Rescue 24 h 1.8.
Screening Cc1ccc(-n2nnnc2-c2cnn(-c3cccc(F)c3)c2C(F)(F)F)cc1 returned SDO1 yeast rescue -0.68, INS promoter inh 71 and SDO1 yeast rescue Rescue 24 h -0.99.
`CCn1c(SCC(N)=O)nc2cc(S(=O)(=O)N3CCOCC3)ccc21` gave INS promoter inh 7.
Screening CC(C)CSc1ncnc2c1oc1nc3c(cc12)COC(C)(C)C3 returned SDO1 yeast rescue -0.64, INS promoter inh 62 and SDO1 yeast rescue Rescue 24 h -0.88.
Cc1c(C#N)c(N=CN(C)C)c(C(=O)c2ccc(Br)cc2)n1-c1ccc(Cl)cc1 was read as SDO1 yeast rescue -2.3, INS promoter inh -19 and SDO1 yeast rescue Rescue 24 h -1.2.
`Cc1noc(C)c1COC(=O)[C@@H](NC(=O)c1ccccc1)C(C)C` gave INS promoter inh -42.
`CS(=O)(=O)N(Cc1ccccc1)c1ccccc1C(=O)N1CCN(c2ccccc2)CC1` gave SDO1 yeast rescue 0.38, INS promoter inh 21 and SDO1 yeast rescue Rescue 24 h -0.27.
Cc1ccsc1/C=N/n1c(-c2ccccc2)n[nH]c1=S was read as SDO1 yeast rescue -2.3, INS promoter inh 50 and SDO1 yeast rescue Rescue 24 h -2.5.
Screening O=C(CNC(=O)c1ccco1)OCC(=O)c1ccccc1 returned SDO1 yeast rescue -0.23 and SDO1 yeast rescue Rescue 24 h -1.6.
COc1ccc(NC(=O)CSc2nc3ccccc3c(=O)n2Cc2cccs2)c(OC)c1 was read as SDO1 yeast rescue -0.63, INS promoter inh -50 and SDO1 yeast rescue Rescue 24 h 0.21.
`CCOC(=O)c1c(NC(=O)CSc2c[nH]c3ccccc23)sc2c1CCC2` gave SDO1 yeast rescue -0.87, INS promoter inh 19 and SDO1 yeast rescue Rescue 24 h -0.34.
Screening CCC(c1nnnn1C1CCCC1)N1CCN(c2ccccc2)CC1 (stereo unspecified) returned SDO1 yeast rescue -1, INS promoter inh -10 and SDO1 yeast rescue Rescue 24 h -0.73.
`CC(C)C(=O)NC(=S)Nc1nnn(C)n1` gave SDO1 yeast rescue 0.23, INS promoter inh 55 and SDO1 yeast rescue Rescue 24 h -0.39.
COc1cccc(-c2cc(C(F)(F)F)n3nc(C(=O)N4CCCCC4c4cccnc4)cc3n2)c1 (stereo unspecified) was read as INS promoter inh 29.
Screening Cc1ccc(/C=C/C(=O)OCC(=O)Nc2ccccc2Sc2ccccc2)cc1 returned SDO1 yeast rescue -0.37, INS promoter inh 10 and SDO1 yeast rescue Rescue 24 h -0.79.
Screening COc1cc(/C=N/NC(=O)CCN2CCN(c3ccccc3)CC2)cc(OC)c1OC returned SDO1 yeast rescue 0.6, INS promoter inh 3 and SDO1 yeast rescue Rescue 24 h 0.24.
Screening Cc1ccc(NC(=S)Nc2ccc(Cl)c(Cl)c2)c(OC(F)F)c1 returned SDO1 yeast rescue -1.8 and SDO1 yeast rescue Rescue 24 h -1.7.
For CCN(CC)C(=O)CSc1nnc(C2CCCCC2)o1 the results were SDO1 yeast rescue 0.42, INS promoter inh -40 and SDO1 yeast rescue Rescue 24 h -0.27.
Screening CCOc1ccc(C2CC(c3ccc(F)cc3)n3ncnc3N2)cc1 (stereo unspecified) returned SDO1 yeast rescue 0.82, INS promoter inh -51 and SDO1 yeast rescue Rescue 24 h 1.1.
For CCOC(=O)/C=C1\SCC(=O)N1CC(=O)Nc1ccc(C(C)C)cc1 the results were SDO1 yeast rescue -0.09, INS promoter inh 43 and SDO1 yeast rescue Rescue 24 h 0.17.
CCOc1ccc(-n2ccnc2SCC(=O)Nc2nnc(C)s2)cc1 was read as SDO1 yeast rescue 0.65, INS promoter inh -18 and SDO1 yeast rescue Rescue 24 h 1.1.
For CC(Sc1nc2cc([N+](=O)[O-])ccc2n1-c1cccc(C(F)(F)F)c1)C(=O)NC(N)=O (stereo unspecified) the results were SDO1 yeast rescue -1, INS promoter inh 0 and SDO1 yeast rescue Rescue 24 h -0.61.
CCN(CC)S(=O)(=O)c1ccc(NC2c3ccccc3C(=O)N2CCN2CCOCC2)cc1 (stereo unspecified) was read as SDO1 yeast rescue 1.7 and SDO1 yeast rescue Rescue 24 h 1.4.
Screening COC(=O)C1=C(O)CSC1=Nc1ccc(C)cc1 returned SDO1 yeast rescue 0.67, INS promoter inh -21 and SDO1 yeast rescue Rescue 24 h 0.63.

In the list so far, these have a CF3 group:
Cc1c(OCC(F)(F)F)ccnc1CS(=O)c1nc2ccccc2[nH]1 (stereo unspecified) was read as SDO1 yeast rescue -0.29, INS promoter inh -36 and SDO1 yeast rescue Rescue 24 h -0.79.
Screening Cc1ccc(-n2nnnc2-c2cnn(-c3cccc(F)c3)c2C(F)(F)F)cc1 returned SDO1 yeast rescue -0.68, INS promoter inh 71 and SDO1 yeast rescue Rescue 24 h -0.99.
COc1cccc(-c2cc(C(F)(F)F)n3nc(C(=O)N4CCCCC4c4cccnc4)cc3n2)c1 (stereo unspecified) was read as INS promoter inh 29.
For CC(Sc1nc2cc([N+](=O)[O-])ccc2n1-c1cccc(C(F)(F)F)c1)C(=O)NC(N)=O (stereo unspecified) the results were SDO1 yeast rescue -1, INS promoter inh 0 and SDO1 yeast rescue Rescue 24 h -0.61.

Bioassay records: PubChem BioAssay, several laboratories
